From PubChem
Vif-A3F inh: qHTS for Inhibitors of Vif-A3F Interactions: qHTS; HeLa A3F-eYFP + Vif (tagged APOBEC3F with the HIV-1 protein that degrades it), YFP fluorescence increase; Potency, µM (doses to about 46.1 µM), without a hit: at the top dose activity, negative = active; 0.2% of 390,000 active; further: potency means the concentration at half of the fitted maximal effect; % of control where 0% means no effect; nearly all actives have a fitted effect of over 65% in size
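Fluorescence increase (Ex 488/Em 500-530) after overnight compound treatment at 37 deg C flags inhibition of Vif-driven A3F-eYFP loss in stable HeLa A3F-eYFP/Vif cells seeded overnight beforehand.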
Vif-A3G inh: qHTS for Inhibitors of Vif-A3G Interactions: qHTS; DNA dC->dU-editing enzyme APOBEC-3G (Homo sapiens), Q9HC16; HeLa A3G-eYFP + Vif (tagged APOBEC3G with the HIV-1 protein that degrades it), YFP fluorescence, overnight; Potency, µM (titrated, usually from 46.1 µM), inactives show top-dose activity, negative = active, hits mostly inhibitors; 0.076% of 410,000 active; AID 602310, 2012;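 further: potency means the concentration at half of the fitted maximal effect; on the % scale 0 is the no-effect control and ±100 the full control effect; nearly all actives have a fitted effect of over 60% in size; hits raise eYFP signal because A3G escapes Vif-driven loss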
Target sequence (Q9HC16 whole entry, looked up): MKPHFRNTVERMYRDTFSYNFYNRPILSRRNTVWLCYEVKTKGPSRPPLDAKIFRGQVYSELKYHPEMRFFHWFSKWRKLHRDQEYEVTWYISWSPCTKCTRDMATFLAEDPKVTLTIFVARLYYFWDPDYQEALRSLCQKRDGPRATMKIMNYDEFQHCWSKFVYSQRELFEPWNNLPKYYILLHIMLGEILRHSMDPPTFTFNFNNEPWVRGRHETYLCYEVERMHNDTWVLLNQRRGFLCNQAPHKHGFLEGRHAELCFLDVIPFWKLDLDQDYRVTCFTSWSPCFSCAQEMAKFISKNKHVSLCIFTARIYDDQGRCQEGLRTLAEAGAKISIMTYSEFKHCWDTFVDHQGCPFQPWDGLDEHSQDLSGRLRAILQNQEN
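Read-out is eYFP fluorescence (Ex 488/Em 500-530) from Vif-expressing HeLa A3G-eYFP cells; more signal means A3G escaped Vif-mediated degradation. Cells plated overnight, compound pinned in, incubated overnight at 37 deg C.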
Glioma ERSR ind: qHTS for Inducers of the Endoplasmic Reticulum Stress Response (ERSR) in Human Glioma: qHTS. AID 602332, 2012. 0.02% of 420,000 active. U87-MG GRP78 promoter luciferase reporter, 16 h. Potency, µM, inactives show at the top dose activation, most hits filed as activators; further: potency means the concentration at half of the fitted maximal effect; series mostly up to about 76 µM; % of control where 0% means no effect; nearly all actives have a fitted effect of over 35% in size
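Stably transfected U87-MG glioma cells carrying a GRP78-based luciferase sensor; 16 h compound incubation. Luminescence end-point read 10 min after Bright-Glo addition at room temperature.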
rTrxR1 inhibitor: qHTS Assay for Inhibitors of Mammalian Selenoprotein Thioredoxin Reductase 1 (TrxR1): qHTS | recombinant rTrxR1, NADPH fluorescence consumption, selenite substrate | Potency, µM (doses to about 114 µM), without a hit: at the highest dose activity change, negative = inhibition, hits mostly inhibitors | 1% of 390,000 active; further: potency means the concentration at half of the fitted maximal effect; on the % scale 0 is the no-effect control and ±100 the full control effect; nearly all actives have a fitted effect of over 65% in size
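Rat TrxR1 (90 nM in the dispensed reagent) was pre-reduced with 400 uM NADPH for 5 min at room temperature, then incubated with compound for 15 min. After 400 uM selenite was added, NADPH fluorescence (Ex 340/Em 450 nm) was followed for 8 min.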
LDHA inh: qHTS assay for inhibitors of human lactate dehydrogenase | L-lactate dehydrogenase A chain (Homo sapiens), P00338 | AID 1347041, 2019 | 0.15% of 480,000 active | purified LDHA, NADH/diaphorase-resazurin fluorescence; stronger effect = lower value | activity change, % (values are at about 110 or 230 µM); in the data active means activity change below about -30%; inconclusive means mostly about -25% to -30%;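 further: plate controls were DMSO wells for no effect and wells without enzyme for full effect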
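Enzyme activity of human lactate dehydrogenase 5 (2 nM; 0.06 mM NADH, 0.2 mM pyruvate, 5 min, RT) is measured via a resazurin/diaphorase fluorescence readout of residual NADH.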
USP1 inh: Inhibitors of USP1/UAF1: Primary Screen | Ubiquitin carboxyl-terminal hydrolase 1 (Homo sapiens), O94782 | recombinant USP1/UAF1, Ub-Rhodamine cleavage fluorescence | Potency, µM (highest dose often 57.1 µM), for the others: top-dose activity change, negative = inhibition, most hits filed as inhibitors | 0.23% of 390,000 active; further: potency means the concentration at half of the fitted maximal effect; on the % scale 0 is the no-effect control and ±100 the full control effect; nearly all actives have a fitted effect of over 60% in size; inactives centre near -12
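In this screen, compounds sit with the deubiquitinase complex (1nM) for 15 min at room temperature before Ub-Rho is added at 150nM final. Fluorescence rise is then followed for 6 reads every 60 seconds.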
RGS4 inh: Inhibitors of Regulator of G Protein Signaling (RGS) 4: qHTS; Regulator of G-protein signaling 4 (Homo sapiens), P49798; Transcreener GDP fluorescence polarization, RGS4-accelerated GTP hydrolysis; Potency, µM (highest dose often 114 µM), inactives show at the highest dose activity change, negative = inhibition, actives largely listed as inhibitors; 0.039% of 390,000 active; AID 504845, 2011; further: potency means the concentration at half of the fitted maximal effect; on the % scale 0 is the no-effect control and ±100 the full control effect; nearly all actives have a fitted effect of over 75% in size; some results filed as inactive show a strong effect at the top dose
Target sequence (P49798 whole entry, looked up): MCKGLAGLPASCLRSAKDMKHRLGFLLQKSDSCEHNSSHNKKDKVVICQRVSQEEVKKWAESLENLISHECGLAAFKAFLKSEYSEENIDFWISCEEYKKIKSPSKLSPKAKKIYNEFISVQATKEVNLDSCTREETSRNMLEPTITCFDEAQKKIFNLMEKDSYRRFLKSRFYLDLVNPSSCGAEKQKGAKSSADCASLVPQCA
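MLSMR compounds (23 nl, pin-transferred) preincubated 10 min at room temperature with a 500nM (2x) first reagent, then RGS4 at 900nM (2x) plus Transcreener GDP mix added; fluorescence polarization (620/688 nm) read before and after 90 min at 30 °C.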
TrxR1 substrate: qHTS Assay for Substrates of Mammalian Selenoprotein Thioredoxin Reductase 1 (TrxR1): qHTS. Thioredoxin reductase 1, cytoplasmic (Rattus norvegicus), O89049. purified TrxR1 substrate turnover, NADPH consumption readout. Potency, µM (doses to about 114 µM), for inactives: top-dose activity change, negative = substrate turnover. 0.01% of 390,000 active; further: potency means the concentration at half of the fitted maximal effect; on the % scale 0 is the no-effect control and ±100 the full control effect; nearly all actives have a fitted effect of over 50% in size
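Rat TrxR1, dispensed at 90 nM, was prereduced with 400 uM NADPH (final) for 5 min at ~22 deg C, then incubated with compound 15 min before 400 uM selenite. A first-read NADPH fluorescence drop versus no-compound background flagged substrates.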
mIDH1 inhibitor: qHTS for Inhibitors of mutant isocitrate dehydrogenase 1 (IDH1): qHTS; Isocitrate dehydrogenase [NADP] cytoplasmic (Homo sapiens), O75874; IDH1-R132H enzyme, NADPH consumption, diaphorase/resazurin fluorescence; Potency, µM (highest dose often 76.6 µM), without a hit: at the top dose activity change, negative = inhibition, actives largely listed as inhibitors; 0.093% of 390,000 active; AID 602179, 2012; further: potency means the concentration at half of the fitted maximal effect; on the % scale 0 is the no-effect control and ±100 the full control effect; nearly all actives have a fitted effect of over 65% in size
Target sequence (O75874 whole entry R132H, stated change not applied): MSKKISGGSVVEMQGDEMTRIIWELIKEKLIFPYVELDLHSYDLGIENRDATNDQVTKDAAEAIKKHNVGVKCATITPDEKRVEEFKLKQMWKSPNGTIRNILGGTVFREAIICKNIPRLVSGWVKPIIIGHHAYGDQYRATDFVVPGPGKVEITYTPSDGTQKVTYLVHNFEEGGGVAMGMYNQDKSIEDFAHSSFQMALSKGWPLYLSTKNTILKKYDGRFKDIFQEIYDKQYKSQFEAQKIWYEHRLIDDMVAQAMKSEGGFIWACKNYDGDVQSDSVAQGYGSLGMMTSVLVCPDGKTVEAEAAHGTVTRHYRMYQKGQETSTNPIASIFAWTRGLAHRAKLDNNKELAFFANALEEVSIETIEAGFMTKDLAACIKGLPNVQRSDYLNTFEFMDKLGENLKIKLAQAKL
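IDH1-R132H (0.5 ug/mL dispensed) in pH 7.5 Tris buffer was preincubated 30 min with compound, then given a substrate mix of 0.016 mM NADPH and 2 mM alpha-KG for 80 min at room temperature; remaining NADPH was read by diaphorase/resazurin fluorescence.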
* = called active by the depositor; ? = inconclusive; nt = not tested or not shown; & = joins results of further samples; [ ] = another dose, or the depositor's remark. Unless noted, the call rests on the fitted dose curve; in most records, active means well fitted curve in the direction sought with a large enough effect; inconclusive means small, poorly fitted or top-dose-only effect, or another doubt; inactive means no such curve, though single readings can be large; an effect the other way counts as inactive or inconclusive. A portion of the library; rates above refer to the full screens.

SMILES | Vif-A3F inh | Vif-A3G inh | Glioma ERSR ind | rTrxR1 inhibitor | LDHA inh | USP1 inh | RGS4 inh | TrxR1 substrate | mIDH1 inhibitor
CC(Sc1nc(-c2ccccc2)nc2c1COC(C)(C)C2)C(=O)N1CCOCC1 (stereo unspecified) | -5% | 0% | -3% | 1% | 0 | -8% | 15% | -9% | 1%
Cc1ccc(-c2nc3ccc(NS(=O)(=O)c4ccccc4)cc3[nH]2)o1 | -1% | -1% | 10% | ? | 9 | -27% | ? | -9% | 15%
COc1ccc(C)c2sc(N(CCCN(C)C)C(=O)CS(=O)(=O)c3ccc(F)cc3)nc12 | 6% | 0% | -3% | -6%[57.1 µM] | 1 | -7% | -8% | -1%[57.1 µM] | 2%
C=CCn1c(SCC(=O)Nc2nnc(CC)s2)nnc1-c1cccnc1 | 7% | 1% | -3% | -4% | -8 | 8% | 21% | -7% | 9%
COC(=O)Nc1ccc(S(=O)(=O)N2CCN(CCN3C(=O)C4C5C=CC(C5)C4C3=O)CC2)cc1 (stereo unspecified) | -9% | 1% | -3% | 21% | -9 | -24% | -3% | 13% | 1%
Cc1nnc(NC(=O)C2CCCC2)s1 | -7% | -2% | -3% | 24% | -3 | -22% | 2% | 6% | -2%
CCOC(=O)N1CCN(C(=O)c2ccc(N(C)S(=O)(=O)c3ccc(C)cc3)cc2)CC1 | 10% | 3% | 4% | 6% | -7 | -6% | -1% | -1% | 9%
CCCCCCCCCCCn1nnnc1N | 0% | 7% | -2% | 16%[57.1 µM] | -8 | -17% | 7% | 10%[57.1 µM] | 1%
CC(C)(C)OC(=O)C[C@H]1C/C=C\C[C@@H](CC(=O)N(CCO)Cc2ccccc2)C(=O)N[C@H](Cc2ccccc2)COC1=O | -5% | -8% | -2% | 9% | -3 | ? | -17% | 5% | -5%
Cc1cccc(C)c1NC(=O)CNC(=O)c1c(C)nn(-c2ccccc2)c1Cl | 9% | -1% | 0% | -10% | -3 | -15% | -15% | -3% | 5%
Cc1cc(C)cc(N(C)S(=O)(=O)c2nnc(NC(=O)C(C)C)s2)c1 | 5% | 1% | -4% | 27%[57.1 µM] | -1 | -22% | -20% | -20%[57.1 µM] | 5%
CC1(C)CC(=O)c2cc(C(=O)Nc3ccccc3Cl)c(=O)n(-c3ccc(Cl)cc3)c2C1 | -7% | -2% | 0% | 17%[57.1 µM] | -3 | -25% | -20% | -1%[57.1 µM] | 7%
CCOC(=O)C1(C)/C(=N/Nc2ccccc2Cl)C(=O)C(=O)N1c1ccccc1 (stereo unspecified) | 0% | -1% | -1% | -18% | 14 | -13% | -52% | 0% | -3%
O=C(CCCn1c(=O)[nH]c2ccccc2c1=O)NCc1ccccc1Cl | -3% | -1% | 0% | 12%[57.1 µM] | -11 | -9% | 22% | 4%[57.1 µM] | 20%
Nc1ccc2nc[nH]c2c1 | -2% | -5%&2% | -2%&-3% | 22%[57.1 µM] | 28 | ? | ? | 4%&-3% | 13%
Cc1nc2cccnc2n1-c1cccc(C(=O)NCCN(C)C)c1 | 3% | -2% | -2% | 2% | -7 | 13% | 7% | 0% | 6%
O=c1c2sc3ccccc3c2n(Cc2ccc(F)cc2Cl)c(=O)n1Cc1ccccc1 | -6% | -4% | -3% | 22% | -2 | -21% | 3% | 7% | -6%
COC(=O)c1ccccc1NC(=O)c1nn(C)c2c1COc1ccccc1-2 | -1% | 4% | -4% | -15% | -3 | 1% | 17% | -1% | 12%
Fc1ccc(-c2cc(-c3ccccc3)c3c(n2)-c2cc(F)ccc2OC3)cc1 | -3% | 3% | 0% | 39%[activator] | 3 | -21% | -18% | 35%[activator] | 17%
COc1cccc(CN2CC(C(=O)N3CCN(c4ccc(Cl)cc4)CC3)CCC2=O)c1 (stereo unspecified) | 1% | 0% | -2% | -10% | -1 | -9% | -12% | -10% | 4%
NC1=NC[C@H](Cc2ccccc2)N1CC1CCCCC1 | 2% | 6% | -4% | 13%[57.1 µM] | 0 | -29% | -14% | 7%[57.1 µM] | -1%
Cc1ccccc1-n1c(Cn2c(=O)sc3ccccc32)nnc1SCC(=O)NCC1CCCO1 (stereo unspecified) | 2% | 0% | 1% | 8%[57.1 µM] | -1 | 0% | ? | 3%[57.1 µM] | -3%
CC(C)CN1CC(C(=O)O)CC1=O (stereo unspecified) | 14% | 3% | 1% | 18%[57.1 µM] | -5 | 0% | -10% | -2%[57.1 µM] | 0%
CNC(=O)c1nc(C)n(-c2cc(Cl)cc(Cl)c2)n1 | -1% | -3% | -3% | 8% | 0 | -10% | -28% | 2% | 8%
COc1cccc(C(=O)Nc2ccccc2OCc2cc(=O)n3ccccc3n2)c1 | 3% | 7% | -3% | 9%[57.1 µM] | 5 | -16% | 11% | 0%[57.1 µM] | 19%

Part of the list above with just Vif-A3F inh:
mol	Vif-A3F inh
CCOC(=O)N1CCN(C(=O)c2ccc(N(C)S(=O)(=O)c3ccc(C)cc3)cc2)CC1	10%
CCCCCCCCCCCn1nnnc1N	0%
CC(C)(C)OC(=O)C[C@H]1C/C=C\C[C@@H](CC(=O)N(CCO)Cc2ccccc2)C(=O)N[C@H](Cc2ccccc2)COC1=O	-5%

Remaining list, next part
SMILES | Vif-A3F inh | Vif-A3G inh | Glioma ERSR ind | rTrxR1 inhibitor | LDHA inh | USP1 inh | RGS4 inh | TrxR1 substrate | mIDH1 inhibitor
c1ccc2nc3c(nc2c1)CCCC3 | -11% | 0% | -2% | 11% | -2 | -24% | -24% | -2% | -5%
COc1ccccc1/C=C/C(=O)OCC(=O)NCc1ccco1 | 4% | -2% | -5% | ? | -3 | -7% | -47% | 7% | 4%
Cc1c(C)c2ccc(OC(C)C(=O)NCCN3CCOCC3)c(C)c2oc1=O (stereo unspecified) | 3% | -5% | -3% | 14% | 2&-2 | -24% | 20% | 70%[activator] | 26%
O=C1C=CC(=O)N1c1cccc(-c2ccccc2)c1 | -1% | -26% | -14% | 2.5µM* | -3 | -14% | ? | 7%[57.1 µM] | 0%
O=S(=O)(NCCc1nnc2ccc(SCc3c(F)cccc3Cl)nn12)c1ccccc1 | 0% | 5% | 0% | 10% | -11 | ? | 4% | -3% | ?
Cc1cccc(NC(=O)CSc2cc(C(=O)c3nccn3C)c3ccccc3n2)c1 | 0% | -1% | -1% | -18% | -2 | -12% | -25% | -12% | 5%
COc1ccc(N2CCN(c3ncnc4onc(-c5ccc(F)cc5)c34)CC2)cc1 | -1% | 1% | -4% | 27% | 0 | -16% | -6% | 0% | 8%
C/C(=N/NC(=O)CNS(=O)(=O)c1ccccc1)c1ccc(Br)cc1 | 0% | 1% | 2% | 8%[57.1 µM] | -2 | -6% | -16% | 5%[57.1 µM] | 3%
Cc1cc(NC(=O)n2ncc3c(C)cccc32)ccc1Br | 0% | -4% | 2% | -7% | 0 | -24% | 22% | -7% | 6%
Cc1ccc(O)c(NC(=O)c2noc3c2CCc2ccccc2-3)c1 | 10% | -6% | ? | 20%[57.1 µM] | 6 | -17% | -17% | 6%[57.1 µM] | 1%
COCCCNC(=O)c1cccs1 | nt | 2% | -4% | 1% | -5 | -11% | -42% | -3% | 6%
Oc1ccc(Nc2nc(NCC3CCCO3)c3ccccc3n2)cc1 (stereo unspecified) | 6% | 1% | -9% | 10% | -12 | -10% | 27% | -2% | -2%
COc1ccc(CCNC(=O)c2cccc(Nc3nc4ccccc4nc3-n3nc(C)cc3C)c2)cc1OC | -4% | 2% | -2% | 1% | -9 | 7% | -14% | 19% | 0%
CC(CC(=O)NCc1ccc(Cl)cc1Cl)CC1=NS(=O)(=O)c2ccccc2N1 (stereo unspecified) | 4% | 4% | -1% | 4%[57.1 µM] | -9 | -24% | 27% | -8%[57.1 µM] | 25%
CC(=O)c1c(C)[nH]c(C(=O)OCC(=O)c2c(N)n(CC(C)C)c(=O)n(C)c2=O)c1C | 4% | -3% | -1% | 12% | -4 | -15% | -13% | 3% | 10%
N#CC1(NC(=O)CSc2nc3ccc([N+](=O)[O-])cc3s2)CCCCC1 | -10% | 3% | -4% | -25% | -2 | -12% | -2% | -15% | 10%
Cc1nc2ccccn2c1C(=O)NNS(=O)(=O)c1ccc(Cl)cc1 | 15% | -1% | -7% | 4% | 8 | -10% | 8% | -8% | 0%
COc1cc(/C=N/Nc2nncc3ccccc23)cc(OC)c1OC | 0% | 2% | -1% | 12%[2.29 µM] | -1 | -16% | -1% | -3%[57.1 µM] | -8%
